SRC3 TRFRET art – TR-FRET detection interference compounds, artefact control for PPARgamma SRC-3 recruitment agonists, biochemical, TR-FRET ratio; 99,000 compounds, 0.39% hits; AID 1048, 2008; TR-FRET ratio at 8 µM; TR-FRET artefact counter-screen, PPARgamma/SRC-3 format; hits give high values; in the data active = TR-FRET ratio above about 2000; also: inactives centre near 1600
SRC1 TRFRET art – TR-FRET detection interference compounds, primary screen, artefact control for PPARgamma SRC-1 recruitment agonists, biochemical, TR-FRET emission ratio; 99,000 compounds, 0.34% hits; TR-FRET detection artefact counter-screen; hits give high values; TR-FRET ratio at 8 µM; AID 1051, 2008; in the data active = TR-FRET ratio above about 2300; also: inactives centre near 1800
Starred values were filed as active, the others as inactive.

SMILES	SRC3 TRFRET art	SRC1 TRFRET art
CC(C)(C)NC(=O)NC(=O)CSc1cccc(C(F)(F)F)c1	1514	1624
Oc1nc(Nc2ccc(Cl)cc2Cl)sc1/C=C1\C=Nc2ccccc21	1440	1614
CC(=O)c1sc(Nc2ccc(C)cc2)nc1C	1514	2030
CCOc1cc(NC(=S)NCCCN2CCOCC2)c(OCC)cc1NC(=O)c1cccc(C)c1	1646	1417
O=C(O)CCSCCC(=O)O	1627	1928
CCOC(=O)CNc1ncc([N+](=O)[O-])cc1C#N	1821	2211
O=C(NCCc1cccc(Cl)c1)c1ccc(Cl)c([N+](=O)[O-])c1	1423	1710
O=C(NCc1ccc(F)cc1)C1CCN(S(=O)(=O)N2CCOCC2)CC1	1591	2120
Cc1ccccc1Nc1nc(N)nc(CN(C)c2ccccc2)n1	1620	1756
CC(C)N1CCC(N2CCN(C3CCCCC3)CC2CCO)CC1 (stereo unspecified)	1627	1640
Cc1ccc(C(=O)N2CCN(c3ccccc3)CC2)cc1S(=O)(=O)N1CCCC1	1518	1771
CCCN1CCC(NC(=S)Nc2ccc(C(=O)OCC)cc2)CC1	1627	1751
CN(c1cccc(Cl)c1)S(=O)(=O)c1cccc(C(=O)Nc2ccc3c(c2)CCC3)c1	1560	1872
CC(=O)Nc1ccc2nc(NC(=O)c3cccnc3)sc2c1	1552	1866
CC(C)C(=O)Nc1ccc(NC(=O)c2ccco2)cn1	1557	1903
COc1ccc(/C=N/NC(=O)CN(C2=NS(=O)(=O)c3ccccc32)c2ccccc2)cc1	1510	1807
Cc1c(Br)c(C(F)(F)F)nn1CC(=O)NCc1ccco1	1551	1731
O=C(NCCc1ccccn1)c1cccc(S(=O)(=O)N2CCc3ccccc32)c1	1356	1775
CSc1nc(-c2ccccc2)nc(NC(=O)C(C)C)c1C(C)=O	1519	1618
COC(=O)c1ccc(/C=N/NC(=O)C(=O)NCc2ccccc2)cc1	1733	1583
CC(C)C[C@@H](CN(C)N=O)N(C[C@H](Cc1ccccc1)N(CCc1ccccc1)N=O)N=O	1479	1702
Nc1c(O)ccc2c1C(=O)c1ccccc1C2=O	1922	2038
O=C(CSc1ccccc1C(=O)NCc1ccccc1)NC1CCCCCCC1	1647	1633
Cc1cc(/C=N/O)c(C)n1-c1ccc(Br)cc1	1679	1963
Brc1cccc(OCCCCN2CCCCC2)c1	1558	1505
CCN(CC)S(=O)(=O)c1ccc(Cl)c(NC(=O)COC(=O)c2cc(-c3ccccc3Cl)nc3ccccc23)c1	1408	1503
COCCn1c(=O)[nH]c(=O)c2c(C(F)(F)F)cc(-c3cccs3)nc21	1755	1854
CCNc1nc(NCC)n2c(SCC(=O)N(CC)C3CCCCC3)nnc2n1	1438	1779
COC(=O)Nc1ccc([N+](=O)[O-])cc1OC	1645	1920
CC(C)NC(=O)C1CCN(C2CCN(C(=O)c3cc4c(s3)CCCCC4)CC2)CC1	1557	1930
O=c1c2sccc2[nH]c(=S)n1Cc1ccccc1	1660	1927
COc1ccccc1C/C(N)=N/OC(=O)c1ccco1	1595	1875
COc1ccc(OCC(=O)N2c3ccc(C)cc3C3CN(C)CCC32)cc1 (stereo unspecified)	1593	1872
COCCN1C(=O)/C(=C/c2ccc(OCc3ccc(C(=O)O)cc3)c(OC)c2)SC1=Nc1ccccc1	1572	1842
Nn1c(SCC(=O)Nc2nc3ccccc3s2)nncc1=O	1439	1700
CC(C)(Cc1ccc(O)cc1)NC(=O)CC(=O)N=Nc1c(O)[nH]c2cc(Br)ccc12	1739	1853
CC(=O)Nc1ccc(NC(=O)C2CCCN2C(=O)Nc2ccccc2[N+](=O)[O-])cc1 (stereo unspecified)	1537	1613
Cc1ccc(C(=O)Nc2ccn(Cc3ccc(F)cc3)n2)o1	1575	1532
CC(=O)NC(=S)c1c(N)n(Cc2ccccc2)c(=O)n(C)c1=O	1800	1922
COc1cc(NS(=O)(=O)c2ccc(N/C=C\C(=O)c3ccc(F)cc3)cc2)nc(OC)n1	1414	1642
CNCc1ccccc1Sc1cc(O)ccc1O	1894	2126
CCC(=O)c1cc(F)c(N2CCN(C(=O)c3ccco3)CC2)cc1C	1377	1695
CCOC(=O)c1ccoc1CSCC(=O)N1CCN(S(=O)(=O)c2ccc(C)cc2)CC1	1605	1903
CC1CN(C(=O)C2(C)CC2(Cl)Cl)CC(C)O1 (stereo unspecified)	1689	1785
Cc1ccccc1Cn1ccc(NC(=O)c2cc3ncc(Br)cn3n2)n1	1415	1830
Cc1cc(C)n(-c2nc3c(c(=O)n(C)c(=O)n3C)n2C)n1	1615	1840
COc1ccc(Cn2c(=O)[nH]c3cc(C(=O)N4CCN(c5ccccn5)CC4)ccc3c2=O)cc1	1429	1740
CCNC(=S)N1CCN(CC(=O)Nc2ccc(OC)cc2)CC1	1873	1906
COc1cccc(OC)c1C(=O)NC(=S)Nc1ccc(N2CCOCC2)c(Cl)c1	1345	1869
CC(C)CCNC(=O)c1ccc(-c2ccccc2)cc1	1306	1795
Cc1oc(-c2ccccc2F)nc1CS(=O)(=O)CC(=O)N1CCc2ccccc21	1425	2009
CCCCOC(=O)Nc1nnc(/C=C/c2ccc(OC)cc2)s1	1657	1621
COc1cccc(C(=O)Nc2nc(-c3ccncc3)cs2)c1	1632	1834
CCC(C)Nc1nc(Cl)nc(NCCOc2ccccc2)n1 (stereo unspecified)	1542	1989
CN1C(=O)/C(=C/c2cccc(Cl)c2)Sc2ccc(C(=O)NCc3cccnc3)cc21	1568	1738
CC(=O)Nc1ccc2nc(NC(=O)COc3ccc(C)cc3)sc2c1	1710	1827
CC1=C(C(=O)N2CCOCC2)C(c2c(C)cc(C)cc2C)NC(=S)N1 (stereo unspecified)	1680	1835
COc1cc(C)c(Br)cc1S(=O)(=O)NCc1ccncc1	1580	1741
CN1CCc2c(sc3c2c(=O)n(-c2ccccc2)c2nnc(SCc4ccccc4)n32)C1	1882	1622
CCOc1ccc2ccccc2c1C1NC(=S)N(C)C(C)=C1C(=O)OC (stereo unspecified)	1523	1774
(listing goes on)
SMILES	SRC3 TRFRET art	SRC1 TRFRET art
Oc1c(I)cc(Cl)c2cccnc12	1676	1856
O=C(OCC(=O)N1CCc2ccccc21)c1ccccn1	1390	1731
COC(=O)c1sccc1NC(=O)COc1ccc(F)cc1Cl	1622	1762
COCCN1C(=O)c2oc3ccccc3c(=O)c2C1c1ccc(C(=O)OC)cc1 (stereo unspecified)	1340	1871
Cc1ccc(S(=O)(=O)N(C)c2ccc(C(=O)NCc3ccccn3)cc2)cc1	1549	1753
NC(=O)CSc1cn(Cc2ccc(F)cc2)c2ccccc12	1628	1696
CCOc1ccc(NC(=O)CN(C)CC(=O)NC(C)c2ccccc2)cc1OCC (stereo unspecified)	1654	1687
COc1cc(/C=N/N=C/c2cc(OC)c(O)c(OC)c2)cc(OC)c1O	1617	2040
COC(=O)c1nnn(CC(=O)NC(=O)Nc2cccc(C)c2C)c1C(=O)OC	1688	1927
Cc1cccc(C(=O)NC2CCCc3ccccc32)c1 (stereo unspecified)	1620	1578
COc1ccc(/C=C(/NC(=O)c2ccccc2)C(=O)N/N=C/c2ccncc2)c(OC)c1	1654	1759
Cc1ccccc1Nc1nccc(N(C)C)c1C#N	1668	1725
O=C(c1ccccc1)N1CCN(C(=O)N2CCCCC2)CC1	1397	1516
Cc1cnccc1CNC(=O)CC1C(=O)NCCN1CC(C)(C)C (stereo unspecified)	1643	1768
C/C(=N/NC(=O)c1cccs1)c1cccc(N)c1	1587	1858
CCN1CCCC(OC(=O)c2cc(-c3ccccc3Cl)nc3ccccc23)C1 (stereo unspecified)	1818	1881
CCC(=O)NC(c1ccccc1)c1c(OC(C)=O)ccc2ccccc12 (stereo unspecified)	1802	1649
OCC1(Cc2cccc(F)c2)CCN(Cc2ccc3cccc(F)c3n2)CC1	1595	1656
CN(CCNS(=O)(=O)c1ccc2c(c1)oc(=O)n2C)Cc1ccccc1	1851	1825
Cn1nnnc1NCc1cccc(Cl)c1Cl	1559	1605
Cc1cc(O)cc(O)c1C(=O)Cc1ccccc1	1376	1836
Cc1sc(NC(=O)C2CCCC2)c(C#N)c1C	1453	1539
Cc1c(NC(=O)C(C)OC(=O)c2cccs2)c(=O)n(-c2ccccc2)n1C (stereo unspecified)	1677	1715
CCOc1ccc(Br)cc1S(=O)(=O)Nc1ccc(C(=O)Nc2ccccc2OC)cc1	1713	2001
c1nc(NC2CCCC2)c2[nH]cnc2n1	1562	1809
Cc1ccc(Cn2nc(C)c(NC(=O)CSc3n[nH]c(C)c3[N+](=O)[O-])c2C)cc1	1398	1889
CCCNS(=O)(=O)c1ccc(OCC(=O)N2CCN(c3ccccc3)CC2)cc1	1574	1841
CN(C)N1C(=O)CC(N2CCCC2)C1=O (stereo unspecified)	1476	1953
COc1ccccc1Oc1nc([N+](=O)[O-])nn1CC(N)=O	1473	1607
CCOCCc1nnc(NC(=O)c2cc(OC)c(OC)cc2[N+](=O)[O-])s1	1576	1699
CCc1ccc2ncc(C(=O)c3ccccc3)c(N3CCOCC3)c2c1	1565	1746
CCOC(=O)CN(c1ccccn1)S(=O)(=O)c1ccc(OC)cc1	1503	1962
CCOc1ccc(NC(=S)NC(=O)/C=C/c2ccc(OC)cc2)c([N+](=O)[O-])c1	1366	1855
COc1cc2cc(Oc3ccc4ccc(=O)oc4c3)c(=O)oc2cc1OC(C)=O	1561	1941
COc1ccc(C(=O)NCc2ccc(S(N)(=O)=O)cc2)cc1[N+](=O)[O-]	1681	1923
CCCCNC(=O)/C(C#N)=C/c1cccnc1	1830	1854
CCCC(=O)NC(=S)Nc1ccc(N2CCN(C(=O)c3cccs3)CC2)cc1	1501	1599
Cc1ccc(-c2cc(C(F)F)nc(N3CCOCC3)n2)cc1	1671	1800
Cc1ccnc(NC(NC(=O)C(C)C)(C(F)(F)F)C(F)(F)F)c1	1800	2108
C/C(CC(=O)Nc1ccccn1)=N\NC(=O)c1ccc2ccccc2c1	1346	1415
CCOC(=O)N1CCC(N2C(=O)c3ccccc3C2Nc2cccnc2)CC1 (stereo unspecified)	1887	1974
O=C(COC(=O)COc1ccc(Cl)cc1)NCc1cccs1	1341	1608
Cc1cc(C)cc(NC(=S)NCc2ccncc2)c1	1611	1905
CCOC(=O)N1CCN(CC(=O)Nc2c(C(=O)OC)[nH]c3cccc(Cl)c23)CC1	1789	1894
CN=c1oc2ccc(Cl)cc2cc1C(N)=O	1600	1757
COC(=O)CSc1nnc(CNC(=O)c2ccc(S(=O)(=O)N3CCOCC3)cc2)n1C	1530	1750
O=C(c1cccnc1)N1CCN(c2ccc([N+](=O)[O-])cc2Cl)CC1	1544	1749
CCCC1Cc2c(sc(N)c2C#N)CO1 (stereo unspecified)	1671	1971
Cc1ccc(-c2nc3ccccc3c(=O)n2NC(=O)COc2ccccc2)cc1	1539	1584
Cc1cccc(-n2ccnc2CN2CCN(C3CCCC3)C(CCO)C2)c1 (stereo unspecified)	1749	2088
COc1ccc(C)cc1S(=O)(=O)N1CCC(C(=O)NCCc2ccccc2)CC1	1617	1784
O=C(/C=C/c1cccc([N+](=O)[O-])c1)NCc1ccco1	1487	1853
COc1ccc(C2C=C(C)Nc3nc4ccccc4n32)cc1 (stereo unspecified)	1428	1710
CC(=O)N/N=C/c1cc(C(C)(C)C)cc(/C=N/NC(C)=O)c1O	1746	1916
NS(=O)(=O)c1ccc(NC(=S)NC(=O)/C=C/c2ccco2)cc1	1860	1980
CC(C)C(=O)Nc1ccc(C(=O)Nc2nnc(C(C)(C)C)s2)cc1	1504	1797
O=C(Nc1ccccc1)c1ccc(-c2ccccc2Cl)o1	1829	1727
CN(C)CCNC(=O)CNC(=S)N(Cc1ccccc1)Cc1cccnc1	1699	2055
CCOC(=O)C1(Cc2ccc(OC)cc2)CCN(C(=O)CN2CCOC2=O)CC1	1533	1590
CCC1CCCCN1C(=O)CSc1nnc(-c2cccc(Cl)c2)o1 (stereo unspecified)	1568	1643
COc1ccccc1N1CCN(C(=O)/C=C/c2c(Cl)nc3ccccn23)CC1	1404	2184
CCC(Sc1nc2ccsc2c(=O)n1-c1ccc(Cl)c(C)c1)C(=O)NCc1ccco1 (stereo unspecified)	1632	1845
O=C(CCN1C(=O)c2ccccc2C1=O)C1=NN[C@@H]2C(=O)N(c3cccc(F)c3)C(=O)[C@H]12	1715	1702

In the list so far, these contain fluorine.
SMILES	SRC3 TRFRET art	SRC1 TRFRET art
CC(C)(C)NC(=O)NC(=O)CSc1cccc(C(F)(F)F)c1	1514	1624
O=C(NCc1ccc(F)cc1)C1CCN(S(=O)(=O)N2CCOCC2)CC1	1591	2120
Cc1c(Br)c(C(F)(F)F)nn1CC(=O)NCc1ccco1	1551	1731
COCCn1c(=O)[nH]c(=O)c2c(C(F)(F)F)cc(-c3cccs3)nc21	1755	1854
Cc1ccc(C(=O)Nc2ccn(Cc3ccc(F)cc3)n2)o1	1575	1532
COc1cc(NS(=O)(=O)c2ccc(N/C=C\C(=O)c3ccc(F)cc3)cc2)nc(OC)n1	1414	1642
CCC(=O)c1cc(F)c(N2CCN(C(=O)c3ccco3)CC2)cc1C	1377	1695
Cc1oc(-c2ccccc2F)nc1CS(=O)(=O)CC(=O)N1CCc2ccccc21	1425	2009
COC(=O)c1sccc1NC(=O)COc1ccc(F)cc1Cl	1622	1762
NC(=O)CSc1cn(Cc2ccc(F)cc2)c2ccccc12	1628	1696
OCC1(Cc2cccc(F)c2)CCN(Cc2ccc3cccc(F)c3n2)CC1	1595	1656
Cc1ccc(-c2cc(C(F)F)nc(N3CCOCC3)n2)cc1	1671	1800
Cc1ccnc(NC(NC(=O)C(C)C)(C(F)(F)F)C(F)(F)F)c1	1800	2108
O=C(CCN1C(=O)c2ccccc2C1=O)C1=NN[C@@H]2C(=O)N(c3cccc(F)c3)C(=O)[C@H]12	1715	1702

Copied from the entries so far, three compounds:
SMILES	SRC3 TRFRET art	SRC1 TRFRET art
COc1ccc(C)cc1S(=O)(=O)N1CCC(C(=O)NCCc2ccccc2)CC1	1617	1784
O=C(/C=C/c1cccc([N+](=O)[O-])c1)NCc1ccco1	1487	1853
COc1ccc(C2C=C(C)Nc3nc4ccccc4n32)cc1 (stereo unspecified)	1428	1710

High-throughput results as filed in PubChem.

This is a subset, so the mix of outcomes need not match the whole.
